Screening results from PubChem BioAssay.
TNAP inh hiacc: blocks human TNAP under high phosphate acceptor concentration | AID 1135 | inhibition, % at 20 µM | purified TNAP, CDP-star luminescence, 1 M DEA | 200,000 compounds, 0.03% hits;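 active = over 50% inhibition of tissue-nonspecific alkaline phosphatase at 20 µM in the single-dose screen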;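 also: plate controls were DMSO wells for no effect and EDTA-quenched wells as full inhibition for full effect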
RAM inhibit: yeast RAM network inhibition; S. cerevisiae dse1pr::URA3 reporter, 5-FOA growth OD615, 2 d; analog-sensitive cbk1-as2 kinase mutant strain; 190,000 compounds, 1.8% hits; AID 868; inhibition, % at 50 µM;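 active = inhibition above a set limit, 3 SD over mean compound inhibition, cut at about 8.4% in these data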;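 also: 0% = DMSO-only wells with no growth and 100% = 10 µM 1-NA-PP1 full growth; inhibition rescues growth on 5-FOA so higher OD means more RAM inhibition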
APP 5UTR inh: APP translation inhibition; SH-SY5Y APP 5'UTR-luciferase reporter, luminescence; inhibition, % at 2 µM; 190,000 compounds, 0.82% hits;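 active = inhibition above a set limit, derived from the sample mean plus 3 SD, cut at about 45% in these data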; also: values of inactives mirror those of a sister screen read the other way
FLuc act counter: firefly luciferase counter-screen for stimulation assays. P08659. ATPlite luciferase biochemical, luminescence, 10 min; 0 = ATP-free wells, 1 = DMSO control. activation factor at 10 µM. 200,000 tested, under 10 active;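 active = luciferase activation factor, scaled between plate controls, of at least 2 with compound at 10 µM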
Target sequence (P08659 whole entry, looked up): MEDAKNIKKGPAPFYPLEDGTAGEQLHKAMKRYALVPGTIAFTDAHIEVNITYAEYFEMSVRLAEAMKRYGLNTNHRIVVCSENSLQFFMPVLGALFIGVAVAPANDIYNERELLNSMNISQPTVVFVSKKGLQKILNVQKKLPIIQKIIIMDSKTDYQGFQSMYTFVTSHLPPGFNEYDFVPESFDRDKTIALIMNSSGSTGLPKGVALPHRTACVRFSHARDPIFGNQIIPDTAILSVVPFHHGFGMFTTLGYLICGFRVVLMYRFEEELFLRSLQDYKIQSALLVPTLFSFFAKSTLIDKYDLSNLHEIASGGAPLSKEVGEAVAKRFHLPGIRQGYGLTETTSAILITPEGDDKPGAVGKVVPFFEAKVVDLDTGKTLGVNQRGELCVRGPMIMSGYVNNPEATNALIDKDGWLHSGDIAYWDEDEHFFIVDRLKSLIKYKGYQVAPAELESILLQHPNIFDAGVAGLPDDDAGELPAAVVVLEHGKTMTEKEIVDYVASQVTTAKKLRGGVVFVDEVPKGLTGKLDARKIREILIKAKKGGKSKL
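Material: Luciferase/luciferin reagent mix; Doses: test compounds dosed from 2 mM stocks in 100% DMSO; Schedule: 10 min incubation after luciferase reagent addition, room temperature; Measured by: luminescence from luciferase reaction; Read-out: luminescence gain marking luciferase activators.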
bIAP act: intestinal alkaline phosphatase (bovine) activation. 200,000 compounds, 0.17% hits. activation factor at 20 µM. purified bovine IAP, CDP-star luminescence, 30 min; stronger effect = higher value; fold of DMSO-control signal, blank-subtracted;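 active = activation factor of 2 or more at 20 µM, a signal rise over negative controls twice the positive control's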
bIAP inh: intestinal alkaline phosphatase (bovine) inhibition; purified bovine IAP, CDP-star luminescence, 30 min; AID 1019; inhibition, % at 20 µM; 190,000 tested, under 10 active;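 active = over 50% inhibition of intestinal alkaline phosphatase at 20 µM in the single-dose screen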
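Incubation: 30 min reaction at room temperature / Material: purified bovine intestinal alkaline phosphatase (IAP) enzyme / Input: enzyme at 1/65,000,000 dilution / Dosing: 20 µM single dose / Signal: CDP-star luminescence signal / Reagent: CDP-star chemiluminescent phosphatase substrate, 30 µM final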
TNAP inh noacc: blocks human TNAP activity with no phosphate acceptor present; purified TNAP, CDP-star luminescence, 30 min; 200,000 compounds, 0.26% hits; P05186; inhibition, % at 20 µM; AID 1012;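 active = tissue-nonspecific alkaline phosphatase inhibition above about 50% at 20 µM in the single-dose screen, limit read from the data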;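 also: 0% = DMSO negative control and 100% = EDTA positive control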
FLuc inhib CS: counter-screen for luciferase assay inhibitors: firefly luciferase inhibition | P08659 | ATPLite firefly luciferase biochemical luminescence, 10 min | inhibition, % at 10 µM | 200,000 compounds, 1.5% hits | AID 1006;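 active = inhibition above about 50% when tested at 10 µM, limit read from the data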
L major viab: Leishmania major promastigote growth inhibition. 200,000 compounds, 9% hits. Leishmania major promastigotes, resazurin fluorescence viability. inhibition, % at 10 µM. AID 1063; in the data active = inhibition above about 50%;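 also: promastigotes grown with compound for 44 hours at 28 °C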
TNAP act hi DEA: activators of human TNAP at high phosphate acceptor concentration; activation factor at 20 µM; P05186; purified TNAP, CDP-star luminescence, 1 M DEA, 30 min; stronger effect = higher value; 0 = EDTA background, 1 = DMSO-only activity; AID 1136; 200,000 tested, under 10 active;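 active = activation factor at least 2 at 20 µM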
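Assay system: human TNAP; Input: enzyme diluted 1/800 final; Reagent: CDP-star luminogenic substrate at 100 µM final; Timing: 30 min, room temperature; Signal: luminescence; Evaluation: TNAP activation factor scaled between EDTA and DMSO control wells.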
Active calls of the source: *; nt = no result given.

Molecule	TNAP inh hiacc	RAM inhibit	APP 5UTR inh	FLuc act counter	bIAP act	bIAP inh	TNAP inh noacc	FLuc inhib CS	L major viab	TNAP act hi DEA
COc1cccc(-c2nn3c(-c4cccc(C)c4)nnc3s2)c1	-8	6.1	-2	1	0.9	9	-9	0	-1	1.1
O=C(c1ccc(S(=O)(=O)Cc2cc(F)ccc2F)c([N+](=O)[O-])c1)N1CCCCC1	-1	8.2	-5	1	0.9	6	-4	0	78*	1
O=c1cc2c(nn1Cc1ccccc1Cl)-c1ccccc1CC2	-6	2.0	nt	1.1	0.9	6	-7	-7	2	1.1
COC(=O)[C@@H](NC(=O)Nc1ccc(OC(F)(F)F)cc1)C(C)C	-4	2.1	2	1	1	-4	-8	-3	-6	1
CC(C)Cn1c(-c2ccc(F)cc2)n[nH]c1=S	2	2.2	0	1	1.2	-18	18	-3	-2	1
O=C(Nc1ccc(S(=O)(=O)Nc2ccccn2)cc1)C(F)(F)F	0	1.4	0	1	1	-4	-5	-4	0	1
O=C(CCCc1nc2ccccc2s1)NCc1ccccc1F	1	-0.7	-5	1	0.9	10	-6	0	-8	1
O=C(Cn1nc2ccccc2n1)N/N=C/c1cc(Cl)cc([N+](=O)[O-])c1O	13	5.3	1	1	1.1	-10	10	-4	9	0.9
Cn1c(CC(=O)c2ccc(Br)cc2)[n+](C)c2ccccc21	-2	0.8	3	1	0.9	13	-3	1	-3	1
CCOc1ccc(S(=O)(=O)N2CCCCCC2)cc1	2	0.6	-1	1.1	0.8	23	-4	-6	0	1
COCCCNC(=O)CCS(=O)(=O)Cc1ccc(C)cc1	-3	-0.3	7	1.1	1	4	0	-9	-4	1
COC(=O)CNC(=O)c1nn(-c2cccc(OC)c2)c(=O)c2ccccc12	-3	2.5	-22	1	0.9	6	-7	-1	-2	1
CCOC(CCn1c(SCc2ccc([N+](=O)[O-])cc2)nc2ccccc2c1=O)OCC	-2	7.0	-14	1.1	0.6	36	-12	-6	51*	1
COc1ccc(-c2[nH]ncc2CN(C)C(C)c2ccncn2)c(F)c1 (stereo not given)	-5	0.9	11	1.1	0.9	9	63*	-8	-1	1.1
CCOC(=O)CNC(=S)N(Cc1cccs1)C1CCCC1	-6	0.2	19	1.1	0.9	10	-13	-5	-3	1.1
O=c1c(-c2ccc(Br)cc2)[n+]([O-])c2ccccc2n1OCc1ccccn1	-6	-0.6	-10	1.1	0.9	8	-4	-7	-4	1.1
CCN(CC)C(=O)COc1ccc2oc(C)c(C(=O)OC(C)C)c2c1	-1	0.9	3	1.1	1	0	-8	-5	5	1
Cc1ccc(-c2n[nH]c3c2CCC3)cc1	-5	-1.2	-19	1	0.9	10	40	0	-1	1.1
O/N=C/c1nc2cc(Cl)ccc2o1	-2	0.6	-31	1	1.3	-28	-4	0	6	1
CCc1ccc(OCc2nnc(SCCN3CCOCC3)n2CC)cc1	-10	2.0	-6	1.1	1	0	-2	-6	-8	1.1
CCOC(=O)CNC(=O)CSc1ncnc2c1cnn2-c1ccc(OC)cc1	-6	1.7	19	0.9	1	-2	-6	6	-8	1.1
Cc1ccc(C(=O)Nc2sc(C)c(C)c2C(=O)c2ccccc2)cc1	3	4.2	1	1	0.9	13	-11	-1	0	1
O=C(COc1ccc2ccccc2c1Br)N1CCN(c2ccccn2)CC1	-4	-0.7	-6	1	0.9	11	-7	1	-2	1
COCC(C)NCc1cc(Br)ccc1OC (stereo not given)	-7	1.6	-18	1	1.1	-11	2	-2	-1	1.1
O=C(Nc1ccc(O)cc1)/C(=C\c1ccncc1)NC(=O)c1ccccc1	-1	1.1	6	1	1.4	-45	-4	1	-7	1
CC(=O)Nc1ccc(C(=O)Cn2nnc3ccccc3c2=O)cc1	-2	0.3	-9	1	1	4	-14	-3	5	1
O=C(COC(=O)Cc1ccsc1)NC(c1ccccc1)c1ccccc1	-2	2.1	0	1	0.9	5	-16	0	-3	1
CCn1nc(C(=O)Nc2ccc(C)c(C)c2)c(Cl)c1Cl	-5	5.2	-1	1	1	1	-13	1	-4	1.1
CCOc1cc(CNC2CCCC2)cc(Cl)c1OCc1ccccc1	0	-0.9	2	1.1	1	0	0	-6	97*	1
Cc1ccc(C(=O)n2nnc3ccccc32)cc1[N+](=O)[O-]	1	1.8	-5	1	1.5	-49	-4	-1	-5	1

2 entries from above, reformatted.
Results follow in this order: TNAP inh hiacc	RAM inhibit	APP 5UTR inh	FLuc act counter	bIAP act	bIAP inh	TNAP inh noacc	FLuc inhib CS	L major viab	TNAP act hi DEA
- CCN(CC)C(=O)COc1ccc2oc(C)c(C(=O)OC(C)C)c2c1
    -1	0.9	3	1.1	1	0	-8	-5	5	1
- CC(=O)Nc1ccc(C(=O)Cn2nnc3ccccc3c2=O)cc1
    -2	0.3	-9	1	1	4	-14	-3	5	1

Further records
molecule	TNAP inh hiacc	RAM inhibit	APP 5UTR inh	FLuc act counter	bIAP act	bIAP inh	TNAP inh noacc	FLuc inhib CS	L major viab	TNAP act hi DEA
N#Cc1c(SCc2ccccc2)nc(N2CCOCC2)c2c1CCCC2	-5	15*	-9	1	0.9	14	-11	0	4	1
COC(=O)C(Cc1ccccc1)NC(=O)C12CC3CC(CC(C3)C1)C2 (stereo not given)	-3	1.3	-14	1.1	0.9	15	-6	-7	2	1
CCn1c(=O)cc(OCC(=O)NC2CCCCC2)c2ccccc21	-1	-1.3	-5	1	1.1	-14	-8	-1	1	1
CN(C)c1ccc(C(C#N)c2ccccc2)nn1 (stereo not given)	4	0.1	-11	1	0.9	8	0	-4	-9	1
CCOC(=O)CCn1cc(F)c(=O)[nH]c1=O	-5	0.6	-4	1	1	1	-8	-4	-3	1.1
CC(C(=O)NCCN1CCOCC1)c1ccc([N+](=O)[O-])cc1 (stereo not given)	1	1.4	20	1	0.9	10	-3	-2	-4	1
O=c1ccn(Cc2ccccc2)c(=O)n1Cc1ccccc1	1	2.7	1	1	0.8	19	-5	0	5	1
O=C(c1ccco1)N(Cc1cccs1)C1CCS(=O)(=O)C1 (stereo not given)	-2	0.2	2	1.1	0.9	6	-2	-7	-4	1
COc1cccc(C(CC(=O)NCc2ccco2)NS(=O)(=O)c2ccc(C)cc2)c1OC (stereo not given)	-7	-0.5	-2	1	1.2	-20	-8	-1	-1	1.1
O=c1[nH]cnc2nn(-c3ccccc3)nc12	-8	1.0	2	0.8	1	4	0	17	-9	1.1
Cc1ccc2c(=O)cc(C(F)F)oc2c1	-1	-0.3	nt	1	0.9	14	-6	0	-6	1
CCCC(=O)NC(=S)Nc1ccc(Cl)cn1	-2	0.6	-24	1	0.9	6	-10	-2	3	1
Cc1cccc(-n2ncc3c(NCc4ccco4)ncnc32)c1	-1	-0.8	-49	0.9	0.9	8	-12	13	-4	1
CCN(Cc1ccccc1)C(=O)CCc1nc(-c2ccc(C)cc2)no1	-6	2.9	-21	1	1.1	-7	-8	-3	-1	1.1
CC(C)CNC(=O)c1ccccc1Oc1ccccc1	-6	0.6	9	1.1	0.9	10	-20	-9	-2	1.1
CCOC(=S)SCC(=O)N1CCc2cc(OC)ccc2C1C1C(=O)CCCC1=O (stereo not given)	2	4.4	11	1.1	0.9	7	3	-10	-4	1
CCCCN=CC1=C(O)C(C(=O)OC)C(C)(C)CC1=O (stereo not given)	3	1.5	4	1	1	0	-6	-3	-5	1
O=C(CN1C(=O)C2C3C=CC(C3)C2C1=O)NCCc1ccccc1 (stereo not given)	-6	1.1	-7	1	0.9	7	-5	-1	-3	1.1
COc1ccc(NC(=S)N(CCc2c(C)[nH]c3ccc(C)cc23)Cc2ccco2)cc1	-2	2.0	-7	1.1	1.1	-13	0	-13	31	1
Cn1c(NC(=O)/C=C/c2c(F)cccc2Cl)cc(=O)n(C)c1=O	-4	2.7	-13	1.1	1	1	-14	-7	7	1
COCCNC(=O)C(C)OC(=O)c1cc2occc2n1C (stereo not given)	-3	0.1	-3	1	1.1	-9	-6	-3	-1	1

Limited to TNAP act hi DEA, for some of the entries so far:
Compound | TNAP act hi DEA
CN(C)c1ccc(C(C#N)c2ccccc2)nn1 (stereo not given) | 1
CCOC(=O)CCn1cc(F)c(=O)[nH]c1=O | 1.1
CC(C(=O)NCCN1CCOCC1)c1ccc([N+](=O)[O-])cc1 (stereo not given) | 1
O=c1ccn(Cc2ccccc2)c(=O)n1Cc1ccccc1 | 1
O=C(c1ccco1)N(Cc1cccs1)C1CCS(=O)(=O)C1 (stereo not given) | 1
